# Source: PubChem BioAssay
# GSIS activator – GLuc luminescence reporter in INS-1E cells, primary screen for activators of glucose-dependent secretion of insulin; INS-1E GLuc reporter insulin secretion, 2-3 h; activation, % at 16.6 µM; hit rate 0.61% among 370,000; AID 743287, 2014;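 active = lowest replicate activation of at least 40%, so every replicate reaches that level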;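 also: 0% = median of neutral control wells and 100% = median of IBMX positive control wells; some compounds called inactive have numbers as strong as hits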
# PAX8 reporter – inhibitors of PAX8-driven TPO luciferase reporter, primary screen, RMG-I cells, single concentration; SteadyGlo, 24 h; inhibition, % at 12.6 µM; hit rate 1.2% among 360,000; AID 652154, 2013;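 active = mean replicate inhibition at least 60% with every replicate also reaching 60%; inconclusive = only one of the two criteria is met; inactive = mean below 60% and not all replicates reaching 60%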;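 also: luciferase light reporting Pax8 driven TPO promoter activity; plate controls were median of neutral control wells for no effect and mitoxantrone controls for full effect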
# DENV2 CPE – inhibitors of DENV2 cytopathic effect, primary screen, cell-based, plate reader, single concentration. DENV2-infected cells, cytopathic effect rescue. CPE inhibition, % at 9.99 µM. hit rate 1.7% among 350,000. AID 651640, 2012; in the data active = CPE inhibition above about 20%, passing the limit was not always enough; inconclusive = no clear call, values can overlap the other calls; tested in BHK-21 cells;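 also: 0% = median of neutral control wells and 100% = median of positive control wells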
# CFTR F508del cor – F508del CFTR correction, initial screen, CFBE line, single point. AID 720511, 2013. activity (quench increase), % at 7.58 µM. CFBE cells, YFP halide quenching; stimulated with forskolin plus potentiator P3; % fluorescence drop versus neutral controls. hit rate 0.36% among 350,000;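 active = mean added fluorescence quench of at least 8% versus neutral control, with both replicates also reaching 8%; inconclusive = only one of the mean or replicate conditions met; inactive = mean below 8% and not both replicates reaching 8%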;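 also: cells transiently co-express mutant CFTR-F508del with the halide-sensitive YFP; corrector assay measuring rescue of mutant channel to the surface after 24 h compound exposure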
# FN deposit inh – inhibitors of fibronectin matrix deposition, primary screen, AH1F cells, Alexa488-fibronectin fluorescence, plate reader; AID 743247, 2014; AH1F fibroblasts, overnight; hit rate 0.086% among 350,000; inhibition, % at 12.6 µM;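 active = mean inhibition across replicates of 30% or more, regardless of how many single replicates reach that level; inconclusive = mean under 30% yet at least half of replicates reach 30%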;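 also: positive control wells lacked labelled fibronectin entirely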
#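 Material: AH1F fibroblasts assembling fluorescent fibronectin matrix; amount: 10000 AH1F cells/well; medium: DMEM, 2% serum; reagent: Alexa488-fibronectin, 24 nM final in well; dosing: single compound dose, delivered by pin transfer; incubation: 1 h adhesion, overnight exposure; detection: fluorescence after three HBSS washes, excitation 485 nm, emission 525 nm; measure: fibronectin deposition inhibition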
# EWS-Fli block – EWS/Fli-driven NR0B1 reporter inhibitors, primary screen, A673 cells, NR0B1 luciferase, luminescence, MLPCN library; hit rate 0.67% among 350,000; viability-normalised; inhibition, % at 12.6 µM;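 active = mean inhibition of at least 50% after viability correction, with every replicate also passing that limit; inconclusive = mean reaches 50% but only one of two replicates passes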;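 also: firefly luciferase signal divided by Alamar Blue viability fluorescence both relative to DMSO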
# miR-122 sensor – miR-122 Renilla sensor signal increase in Huh7, primary screen, miR-122 inhibitor project, cell-based, single point, plate reader; Huh7 miR-122 Renilla luciferase sensor, 48 h; neutral wells = 0, positive control = 100; activation (reporter increase), % at 12.5 µM; hit rate 0.3% among 340,000; AID 602342, 2012;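 active = mean replicate activation score at least 90 and every replicate individually at or above 90; inconclusive = only one of the two criteria met; inactive = neither criterion met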;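 also: higher luciferase means less miR-122 activity so hits act as miR-122 inhibitors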
# An asterisk follows results filed as active; ? = inconclusive; nt = no result given; & = joins results of further samples; [ ] = remark or other dose. Rows are unselected (roughly 3.9% active in at least one column).
SMILES,GSIS activator,PAX8 reporter,DENV2 CPE,CFTR F508del cor,FN deposit inh,EWS-Fli block,miR-122 sensor
CCOC(=O)Cc1csc(NC(=O)c2cccc(OC)c2)n1,nt,-16,nt,nt,3,nt,-3
CCOc1ccc(C(=O)NNC(=O)C2CC(=O)N(c3ccc(C)cc3)C2)cc1 (stereo not drawn),-8,-24,2,-1.2,-7,-3,nt
O=C(N/N=C\c1cc(Br)cs1)C1COc2ccccc2O1 (stereo not drawn),nt,8,nt,nt,12,nt,4
CC(CC(=O)N(C)c1c(N)n(Cc2ccccc2)c(=O)[nH]c1=O)c1ccccc1 (stereo not drawn),21,4,?,-3.5,7,-2,nt
OCc1ccccc1-c1nc(NCc2ccccc2)nc2ccsc12,3,-18,16,-1.2,-6,-4,8
CCNC(=O)C1(C)CCN(C(=O)c2ccc3ccccc3c2)C1 (stereo not drawn),3,1,-3,-5.1,-1,-12,-6
CCc1cccc(C)c1NC(=O)C1CCN(c2nn3c(=O)cc(C)nc3s2)CC1,5,1,-4,-0.5,2,nt,-10
COc1ccc(NC(=O)N(C)C[C@H]2Oc3ccc(NC(=O)C4CC4)cc3C(=O)N([C@H](C)CO)C[C@@H]2C)cc1,23&7,-5&-11,4&-4,1.0&0.4,1,-7&1,-1[16.7 µM]
Cc1ccc(C(=O)CNc2cc(C)ccc2C)cc1,5,29,-9,-5.2,-12,14,7
Cc1[nH]n(-c2ccccc2)c(=O)c1C=Nc1ccc(S(=O)(=O)NC(N)=O)cc1,-17,-1,-3,1.2,4,5,-2
CCN1CCCC1CNC(=O)C(=O)Nc1ccccc1 (stereo not drawn),7,-67,-4,-3.6,nt,-56,-1
Cc1ccc(S(=O)(=O)N2CCN(C(=O)COC(=O)c3ccc(C(C)(C)C)cc3)CC2)c(C)c1,-5,11,-8,-1.1,7,0,-4
O=C(NCCN1CCOCC1)c1csc2c1CCCCC2,2,nt,nt,0.0,nt,-7,nt
CCOC(=O)C(C(=O)OCC)C(=O)c1cc(OC)c(OC)c(OC)c1,nt,-4,nt,nt,2,nt,-1
CCCNC(=O)Cn1cc(S(=O)(=O)N2CCCC2)c(S(=O)(=O)N2CCCC2)c1,0,-9,13,-2.9,-3,2,-2
CCC(CC)C(=O)N(C)c1c(C)nc2c(OCC3CCCCC3)cccn12,17,3,-5,-0.5,-8,30,-3
CC(C)NC(=O)N(C)C[C@@H]1Oc2ccc(NC(=O)Cc3cn(C)c4ccccc34)cc2CC(=O)N([C@@H](C)CO)C[C@@H]1C,2,-2,2,-0.9,1,nt,10[16.7 µM]
Cc1cc(Br)ccc1NC(=O)CN1C(=O)C2CC=CCC2C1=O (stereo not drawn),-13,-7,6,1.4,-15,1,8
O=c1cc(CN2CCCCCCC2)c2ccccc2o1,15,-8,-5,-0.6,6,1,-1
O=C(/C=C\c1ccco1)c1ccc(NC(=O)c2ccco2)cc1,17,-80,4,-4.8,11,-73,-2
CCN1C(=O)c2cccc3c(S(=O)(=O)N4CCNCC4)ccc1c23,nt,-17,-3,-7.1,2,19,nt
CCOC(=O)c1cc(S(=O)(=O)Nc2ccc(OC)cc2OC)cn1C,-2,4,0,0.6,-6,3,27
O=C(Cn1nnc2ccccc21)OCC(=O)c1ccc(Cl)cc1,2,-11,-1,1.1,6,-7,nt
CCS(=O)(=O)NCC[C@@H]1CC[C@@H](NC(=O)Cc2ccccn2)[C@H](CO)O1,6,24,?,-0.9,-8,3,7[16.7 µM]
O=C(Nc1cc(S(=O)(=O)N2CCOCC2)ccc1N1CCOCC1)c1ccc(S(=O)(=O)N2CCCCC2)cc1,2,19,nt,-1.5,0,3,nt
COc1ccc2[nH]c(=O)c(CN(Cc3cccs3)Cc3nnnn3Cc3ccccc3)cc2c1,nt,18,nt,nt,-4,nt,3
COc1ccccc1NC(=O)NNC(=O)c1ccncc1,0,16,6,-0.5,-2,5,-3
Cn1nnnc1SCC(=O)N1CCc2ccccc21,10,-19,-2,1.6,-3,-21,nt
C[C@@H]1CN([C@@H](C)CO)C(=O)c2cc(NC(=O)CCCCCC(=O)Nc3ccccc3N)ccc2O[C@H]1CN(C)Cc1ccc2c(c1)OCO2,22,9,5,2.0,nt,-7,nt
CC[C@H](C)[C@H]1CNC(=O)C(=O)N1CC1CCN(CC(C)C)CC1,4,-7,-3,1.1,2,5,nt
CN(C)C1=NCCN1CCc1ccc(F)cc1,27,0,-10,-0.4,4,-13,1
Cc1ccc(C(=O)Cc2cc3ccccc3oc2=O)c(C)c1,15,-39,8,-4.6,1,-116,nt
COCC(C)NC(=O)CSc1nc2ccccc2n1CCc1ccccc1 (stereo not drawn),-1,-11,9,2.9,-2,-4,4
COc1cc(-c2cc(C(=O)O)c3cc4c(cc3n2)OCCO4)cc(OC)c1OC,27,nt,-6,-1.4,nt,0,-2
CCOC(=O)c1nnn(-c2nonc2N)c1CNc1ccccc1,nt,-15,nt,nt,-7,nt,2
COc1ccc(C(C)NC(=O)c2ccc([N+](=O)[O-])cc2)cc1OC (stereo not drawn),nt,26,-6,-1.0,-11,5,3

# An excerpt of these results, with each value named.
O=c1cc(CN2CCCCCCC2)c2ccccc2o1
  GSIS activator: 15	PAX8 reporter: -8	DENV2 CPE: -5	CFTR F508del cor: -0.6	FN deposit inh: 6	EWS-Fli block: 1	miR-122 sensor: -1
O=C(/C=C\c1ccco1)c1ccc(NC(=O)c2ccco2)cc1
  GSIS activator: 17	PAX8 reporter: -80	DENV2 CPE: 4	CFTR F508del cor: -4.8	FN deposit inh: 11	EWS-Fli block: -73	miR-122 sensor: -2
CCN1C(=O)c2cccc3c(S(=O)(=O)N4CCNCC4)ccc1c23
  GSIS activator: nt	PAX8 reporter: -17	DENV2 CPE: -3	CFTR F508del cor: -7.1	FN deposit inh: 2	EWS-Fli block: 19	miR-122 sensor: nt

# (cont.)
SMILES,GSIS activator,PAX8 reporter,DENV2 CPE,CFTR F508del cor,FN deposit inh,EWS-Fli block,miR-122 sensor
COc1ccc(/C=N/NC(=O)CCC(=O)Nc2ccc(F)cc2)c(OC)c1,1,22,6,-2.3,3,0,0
O=C(Nc1ccc2ccccc2n1)c1ccccc1,5,-138,-4,-1.5,-4,-23,2
COC(=O)c1sc2nc3c(c(-c4cccs4)c2c1N)CCCC3,-3,3,nt,nt,-12,nt,6
CC(C)(C)N(Cc1ccccc1)C(=O)COC(=O)c1ccc(Br)o1,-17,-12,19,-1.7,-13,2,-1
CCN1CC(=O)N2[C@@H](CO)[C@H](c3ccc(-c4cccnc4)cc3)[C@@H]2C1,6,-16,14,-3.7,nt,0,nt
C[C@@H]1CN([C@@H](C)CO)C(=O)c2cccc(NS(=O)(=O)c3cn(C)cn3)c2O[C@@H]1CN(C)Cc1ccc(Cl)c(Cl)c1,1,-6,3,0.3,nt,2,-2[16.7 µM]
O=C(c1ccco1)N1CCN(C(=O)c2[nH]ncc2[N+](=O)[O-])CC1,nt,30,nt,-1.0,5,8,nt
C[C@H]1CN([C@@H](C)CO)C(=O)c2cc(-c3ccc(C#N)cc3)cnc2O[C@H]1CN(C)Cc1cccnc1,-1,nt,-5,1.1,7,-4,-7[16.7 µM]
O=C(NCCCCl)C1CC(=O)N(CCc2ccc(F)cc2)C1 (stereo not drawn),0,6,8,-0.6,0,-3,-9
CCOC(=O)C1(Cc2cccc(F)c2)CCN(C(=O)C2CCOCC2)CC1,-4,11,10,2.6,nt,-9,-3
O=C(c1cccnc1)N1CCCCN2[C@H](C1)[C@@H](c1ccc(C#Cc3cccnc3)cc1)[C@@H]2CO,11,18,-1,-4.0,nt,-11,-2[16.7 µM]
COc1ccc(-c2nn(C)c(=O)c3ccccc23)cc1NC(=O)Cn1nc(-c2ccccc2)c2ccccc2c1=O,-7,33,nt,nt,-1,nt,nt
c1ccc(CNC2CC3CCC2C3)cc1 (stereo not drawn),nt,-6,-11,-2.9,-1,-2,nt
COc1ccc2nc(SCc3ccccc3C)nc(C)c2c1,4,-160,-3,nt,-1,-55,nt
O=C(/C=C/c1ccccc1)Nc1ccc2c(c1)C(=O)NC2=O,-2,-33,8,-4.8,-11,-17,4
CCCCNS(=O)(=O)c1ccc2c(c1)oc(=O)n2CC(=O)OCC,1,10,-5,1.6,2,-6,1
CCCCCCCCN1C(=O)[C@@H](CC(=O)N2CCN(C(=O)OCC)CC2)C[C@@]2(C(=O)OC)C1=C[C@H](C1CCCC1)O[C@@H]2C,-2,16,-9,-1.2,4,8,nt
O=C(CSc1nc(=O)n(CCCN2CCOCC2)c2c1CCCC2)Nc1ccc(F)cc1F,-5,-7,-5,2.2,2,-2,-1
CCC(CC)C(=O)c1c[nH]c(C(=O)NCCOC)c1,7,-8,-3,-3.7,-9,10,4
COc1ccc(S(=O)(=O)N(C)C[C@@H]2Oc3ccc(NS(=O)(=O)c4ccc(F)cc4)cc3CC(=O)N([C@H](C)CO)C[C@@H]2C)cc1,5,nt,-1,0.9,nt,-1,-5[16.7 µM]
CCOC(=O)c1c(NC(=O)CSc2ncn[nH]2)sc(C(=O)NC)c1C,2,5,-6,-2.7,-1,16,-5
CC1CCN(C(=O)COc2ccc(S(=O)(=O)N3CCOCC3)cc2)CC1,-38,5,-3,-0.5,1,5,nt
Cn1c(COc2ccc(Cl)cc2)nnc1SCC(=O)Nc1ccc2c(c1)CCC2,29,24,nt,nt,-3,nt,-4
O=C(Cn1nnc(-c2ccc(Cl)cc2)n1)NCC1CCCCC1,1,nt,-2,0.7,nt,-7,-3
Cc1ccc([N+](=O)[O-])cc1Nc1nc(N2CCCC2)nc(N2CCCC2)n1,4,1,-2,-2.7,-8,9,3
Cc1ccccc1OCCC(=O)OCC(=O)NC1CCCC1,3,-3,2,-1.4,-2,-4,nt
O=C(Nc1ccc(N=Nc2ccccc2)cc1)c1ccccc1Cl,0,-238,nt,nt,7,nt,nt
COc1ccc(N(CC(=O)NC2CCCC2)C(=O)c2ccc(C)s2)cc1OC,-2,4,5,0.2,1,-2,0
CNC(=O)OCc1nc(SC2CCCCO2)n(C)c1COC(=O)NC (stereo not drawn),12,-9,?,1.0,4,-2,nt
O=C(NCc1ccccc1)c1ccc2c(=O)[nH]c3c(C(=O)NCC4CCCO4)sc(=S)n3c2c1 (stereo not drawn),-10,-4,-5,4.7,5,3,0
N#C[C@@H]1[C@@H](c2ccc(C3=CCCCC3)cc2)[C@H](CO)N1C(=O)c1cccc(F)c1,-4,-11,1,0.1,1,-6,nt
O=C(NC1CCCC1)C(c1ccncc1)N(C(=O)c1csnn1)c1ccc(Cl)cc1 (stereo not drawn),-1,-1,5,0.9,8,-4,8
COC(=O)[C@H](CC(C)C)NS(=O)(=O)N[C@@H](CC(C)C)C(=O)OC,7,-7,11,-1.1,-1,2,-8
CC(=O)Nc1ccc(/C=C/c2nc3ccccc3o2)cc1,-22,-116,-2,2.3,1,-17,nt
CC1(C)CCN(Cc2ccccc2)C1CC#N (stereo not drawn),5,-7,nt,nt,1,nt,0
CCOC(=O)C1=C(COC(=O)COc2ccccc2C=O)NC(=O)NC1C (stereo not drawn),nt,-7,-3,-2.7,nt,-9,nt
CC(C)Cc1ccc(CN2CC[C@@H](NS(=O)(=O)c3ccccc3)C2)cc1,nt,1,2,4.9,nt,-1,nt
Cc1ccccc1-c1nnc(SCC(=O)NC2CCS(=O)(=O)C2)n1C (stereo not drawn),10,6,-8,0.6,6,4,3
O=C(CC(NS(=O)(=O)c1ccc(Cl)cc1)c1ccco1)N1CCc2ccccc21 (stereo not drawn),-17,nt,7,-3.8,nt,0,75
Cn1c(/C=N/c2nc3ccccc3[nH]2)nc2ccccc21,11,nt,nt,nt,-3,nt,0
